HTRA1 inh: HTRA1 (human) protease inhibition. Q92743. inhibition, % at 5.96 µM. recombinant HTRA1, FP-rhodamine activity-based probe, fluorescence polarization. actives 0.5% (n = 340,000); in the data active = inhibition above about 36%;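 note: 0% = enzyme with DMSO and 100% = wells lacking enzyme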
Target sequence (Q92743 whole entry, looked up): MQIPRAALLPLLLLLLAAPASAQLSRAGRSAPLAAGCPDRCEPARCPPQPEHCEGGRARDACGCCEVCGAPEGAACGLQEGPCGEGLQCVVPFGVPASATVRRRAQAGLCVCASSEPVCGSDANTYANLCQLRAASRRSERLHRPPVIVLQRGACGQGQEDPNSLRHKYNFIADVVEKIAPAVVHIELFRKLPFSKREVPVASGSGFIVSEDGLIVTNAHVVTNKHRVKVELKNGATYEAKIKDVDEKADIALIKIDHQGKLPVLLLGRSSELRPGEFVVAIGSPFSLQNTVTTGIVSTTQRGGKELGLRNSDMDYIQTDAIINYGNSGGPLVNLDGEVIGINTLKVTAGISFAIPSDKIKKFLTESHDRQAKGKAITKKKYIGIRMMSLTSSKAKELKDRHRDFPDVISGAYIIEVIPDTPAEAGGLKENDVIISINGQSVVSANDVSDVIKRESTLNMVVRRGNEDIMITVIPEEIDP
rCAG RNA binder: binds r(CAG) RNA repeats. r(CAG) RNA repeat, TO-PRO-1 dye displacement fluorescence. inhibition, % at 3 µM. actives 1.3% (n = 370,000). AID 651821;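 active = inhibition above the plate cutoff, the mean of all test compounds on that plate plus 3 SD, cut at about 35% in these data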;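 note: 0% = DMSO alone and 100% = 100 µM mitoxantrone as full dye displacement; higher means more dye released from RNA so lower well fluorescence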
PG9 Ab binder: PG9 antibody binding by small molecule | TR-FRET gp120-PG9 antibody binding | inhibition, % at 6.7 µM | AID 624416 | actives 0.43% (n = 360,000); in the data active = inhibition above about 8.5%
LEDGF integ inh: blocks HIV-1 LEDGF/p75-dependent DNA integration. TR-FRET IN-LEDGF/p75 DNA integration, Eu/Cy5. AID 743269. actives 0.64% (n = 370,000). inhibition, % at 3.7 µM;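 active = inhibition above the screen-wide mean plus 3 SD, cut at about 13% in these data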;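 note: signal is the Cy5 over europium emission ratio at 671 and 618 nm; 0% = plate median of compound wells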
mABHD4 FP: inhibitors of mouse ABHD4; purified mABHD4, FP-Rh probe fluorescence polarization; inhibition, % at 8.92 µM; actives 0.54% (n = 370,000); AID 720543;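 active = inhibition exceeding the mean over every tested compound plus 3 SD, cut at about 30% in these data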;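 note: 0% = plate median of compound wells and 100% = S159A mutant with DMSO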
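system = mouse ABHD4 enzyme, wild type | medium = HEPES pH 7.0, NaCl, Pluronic buffer | also added = FP-Rh probe | incubation = Enzyme–compound pre-incubation 45 min, then probe 60 min, both 25 °C | technique = fluorescence polarization, excitation 525 nm, emission 598 nm, BODIPY TMR filters | controls = S159A mutant high control, sample median low control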
UHRF1 MBD2 ctr: blocks human UHRF1 binding to methylated DNA. inhibition, % at 4.4 µM. Q96T88. UHRF1 binding to methylated oligo, TR-FRET. actives 0.75% (n = 370,000); in the data active = inhibition above about 21%;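 note: UHRF1 SRA domain binding a hemimethylated CpG hairpin DNA probe; 0% = median of test compound wells and 100% = reference inhibitor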
Rev-erbA mod: Rev-erb alpha (human) modulation | actives 0.79% (n = 370,000) | activity, % at 10 µM | P20393 | Rev-erbα–FITC-DNA binding, fluorescence polarization, 90 min;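 active = activity above about 14%, limit read from the data; passing the limit was not always enough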;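 note: 0% = DMSO wells with 35 nM protein and 100% = DMSO wells with 750 nM protein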
PRMT1 inh: blocks human protein arginine methyltransferase 1; Q99873; recombinant PRMT1, activity-based probe fluorescence polarization; inhibition, % at 2.79 µM; actives 1.3% (n = 370,000); AID 652257;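 active = inhibition above about 21% made by adding two undisclosed values, limit read from the data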
Target sequence (Q99873 whole entry, looked up): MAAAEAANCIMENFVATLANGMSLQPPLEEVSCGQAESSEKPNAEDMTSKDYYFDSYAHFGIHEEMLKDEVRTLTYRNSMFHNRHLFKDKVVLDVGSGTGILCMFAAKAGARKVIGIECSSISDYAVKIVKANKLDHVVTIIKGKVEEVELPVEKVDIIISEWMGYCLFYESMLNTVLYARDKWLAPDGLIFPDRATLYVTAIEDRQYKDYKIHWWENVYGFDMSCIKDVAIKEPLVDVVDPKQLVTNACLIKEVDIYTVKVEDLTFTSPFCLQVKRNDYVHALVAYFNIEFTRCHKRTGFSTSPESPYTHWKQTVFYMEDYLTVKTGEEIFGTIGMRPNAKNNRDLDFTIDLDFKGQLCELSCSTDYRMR
MBD2 inh: blocks human MBD2 binding to methylated DNA; Q9UBB5; AID 686964; TR-FRET, MBD2 binding to methylated oligonucleotide; actives 0.31% (n = 370,000); inhibition, % at 4.4 µM; in the data active = inhibition above about 13%
TCR CD3 inh: blocks the human TCR-CD3 interaction. inhibition, % at 9.4 µM. TAMRA-labeled TCR probe fluorescence, biochemical. actives 0.37% (n = 360,000); in the data active = inhibition above about 19%;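 note: recombinant mutant TCR 2C K166C tagged with TAMRA read by polarization; 0% = receptor in buffer alone and 100% = receptor with positive control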
Numbers without * were called inactive; . = no result given; + = active, no number. A portion of the library; the hit share may differ from the screen's.

[1] CCc1ccc([C@@H]2CC=C(C(=O)O)CN2S(=O)(=O)c2ccc(C)cc2)cc1
[2] COC(=O)c1ccccc1NC(=O)C(C)c1ccc([N+](=O)[O-])cc1 (stereo not given)
[3] CCOc1ccccc1NC(=O)CCC(=O)Nc1nnc(C2CCCCC2)s1
[4] Cc1ccc(-n2ccc(=O)c(C(=O)Nc3ccc(S(=O)(=O)N4CCOCC4)cc3)n2)cc1
[5] O=C(O)c1ccc(NS(=O)(=O)c2cccc3nsnc23)cc1
[6] C=CC[C@@H](CC(=O)N(CCO)Cc1ccccc1)C(=O)N[C@@H](COC(=O)[C@@H](CC=C)Cc1ccc(F)cc1)Cc1ccccc1
[7] COc1ccc(S(=O)(=O)N2CCN(C(=O)c3ccco3)CC2)c(C)c1C
[8] O=C(C[C@@H]1C/C=C\C[C@H](NC(=O)OCC2c3ccccc3-c3ccccc32)C(=O)OC[C@@H]2CCCN2C1=O)N[C@@H](CO)Cc1ccccc1

screen / no.,1,2,3,4,5,6,7,8
HTRA1 inh,-2,-7,-4,-5,7,-72,-2,-10
rCAG RNA binder,30,-2,-2,-1,0,0,-7,-2
PG9 Ab binder,1.8,-0.8,-0.4,-0.3,-1.3,-1.6,-0.1,0.6
LEDGF integ inh,2,-2,-2,-2,2,-2,3,-2
mABHD4 FP,4,-9,3,4,-3,-26,5,1
UHRF1 MBD2 ctr,11,-5,1,1,-3,0,1,1
Rev-erbA mod,0,3,-6,0,0,-6,-4,6
PRMT1 inh,-1,-3,1,5,1,1,-1,-2
MBD2 inh,2,-1,-1,-1,-4,-3,2,-1
TCR CD3 inh,4,6,-2,1,1,1,-2,1

Full records, looked up by structure. Order of values: HTRA1 inh, rCAG RNA binder, PG9 Ab binder, LEDGF integ inh, mABHD4 FP, UHRF1 MBD2 ctr, Rev-erbA mod, PRMT1 inh, MBD2 inh, TCR CD3 inh
`Cc1ccc(-n2ccc(=O)c(C(=O)Nc3ccc(S(=O)(=O)N4CCOCC4)cc3)n2)cc1` is listed as -5, -1, -0.3, -2, 4, 1, 0, 5, -1, 1
`C=CC[C@@H](CC(=O)N(CCO)Cc1ccccc1)C(=O)N[C@@H](COC(=O)[C@@H](CC=C)Cc1ccc(F)cc1)Cc1ccccc1` is listed as -72, 0, -1.6, -2, -26, 0, -6, 1, -3, 1

Later entries.
[9] CCc1nn(CC(=O)Nc2cc(C)ccc2C)c(=N)s1
[10] COc1ccc(/C=C2\N=C(C)OC2=O)cc1OC(C)=O
[11] O=C1CC(CCC(=O)NC2CC2)c2ccccc2N1 (stereo not given)
[12] COc1ccc(-c2sc3ccc(N4CCOCC4)cc3c2-c2ccc(OC)c(F)c2)cc1
[13] O=C(O)c1cc(S(=O)(=O)NC23CC4CC(CC(C4)C2)C3)ccc1Cl
[14] CCOC(=O)CSc1ncnc2c1cnn2-c1ccc(Cl)cc1
[15] CCn1cnc2cc(NCc3cccc(OC)c3O)ccc21
[16] CCOc1ccc(C2/C(=C(\O)c3ccc4c(c3)OCCO4)C(=O)C(=O)N2CCCn2ccnc2)cc1OC (stereo not given)

screen / no.,9,10,11,12,13,14,15,16
HTRA1 inh,0,-3,5,-7,4,-1,13,-4
rCAG RNA binder,-1,0,4,4,6,0,-4,3
PG9 Ab binder,1.9,-0.6,1.5,-1.1,0.3,-0.5,-3.3,0.0
LEDGF integ inh,3,-4,-2,1,2,1,0,2
mABHD4 FP,-4,-4,3,0,0,-8,+,-1
UHRF1 MBD2 ctr,3,0,2,-1,1,3,-1,-6
Rev-erbA mod,-3,-6,2,9,2,2,.,-4
PRMT1 inh,-5,-1,1,-3,-3,2,3,-3
MBD2 inh,0,0,-1,4,-3,2,2,-3
TCR CD3 inh,2,-4,1,-1,-1,-6,5,0

[17] Cc1nn(-c2ccccc2)c(N)c1C1(O)C(=O)N(C)c2ccccc21 (stereo not given)
[18] O=C(Cn1nc(CNc2ccc(Cl)cc2)[n+]2c1CCCCC2)c1ccccc1
[19] Nc1ccc(C(=O)Nc2cccc(N)c2)cc1
[20] COC(=O)CN1C(=O)[C@@H]2[C@H](C1=O)[C@@H]1CC(C(=O)OC)=C[C@@H](C(=O)OC)[C@@H]3C1=C(C(=O)[C@@]3(C)NC(=O)c1ccccc1)[C@@H]2C
[21] CCN(Cc1ccccc1)S(=O)(=O)c1c(C)n(C)c(=O)n(C)c1=O
[22] CCOc1ccc(NC(=O)C2CCCN(S(=O)(=O)c3ccc(-n4cnnn4)cc3)C2)cc1 (stereo not given)
[23] Nc1cc(N)nc(SCC(=O)Nc2ccc(Br)cc2Cl)n1
[24] C=CCN1[C@@H](CC(C)C)COc2cccc(N3CCCC3)c2S1(=O)=O

screen / no.,17,18,19,20,21,22,23,24
HTRA1 inh,-2,1,2,-2,-3,1,-4,.
rCAG RNA binder,-2,5,-1,2,-4,1,0,1
PG9 Ab binder,-1.0,-1.8,-1.8,-1.6,1.2,-0.7,3.7,.
LEDGF integ inh,2,1,2,0,1,2,2,-2
mABHD4 FP,3,12,3,2,5,-11,1,8
UHRF1 MBD2 ctr,-3,-2,5,0,-5,3,3,2
Rev-erbA mod,-1,4,3,1,-4,-3,-5,8
PRMT1 inh,0,-1,0,3,-2,-2,1,-1
MBD2 inh,-9,-2,-1,-5,-4,4,6,0
TCR CD3 inh,6,1,3,13,1,3,-2,.

An excerpt from above with just UHRF1 MBD2 ctr:
| # | molecule | UHRF1 MBD2 ctr |
| --- | --- | --- |
| 18 | O=C(Cn1nc(CNc2ccc(Cl)cc2)[n+]2c1CCCCC2)c1ccccc1 | -2 |
| 19 | Nc1ccc(C(=O)Nc2cccc(N)c2)cc1 | 5 |
| 20 | COC(=O)CN1C(=O)[C@@H]2[C@H](C1=O)[C@@H]1CC(C(=O)OC)=C[C@@H](C(=O)OC)[C@@H]3C1=C(C(=O)[C@@]3(C)NC(=O)c1ccccc1)[C@@H]2C | 0 |
| 21 | CCN(Cc1ccccc1)S(=O)(=O)c1c(C)n(C)c(=O)n(C)c1=O | -5 |
| 22 | CCOc1ccc(NC(=O)C2CCCN(S(=O)(=O)c3ccc(-n4cnnn4)cc3)C2)cc1 (stereo not given) | 3 |

New compounds follow
[25] O=C(NNC(=O)c1ccco1)c1csc(N2CCOCC2)n1
[26] Cc1c(Cl)cccc1NC(=O)Nc1ccccc1C(N)=O
[27] O=C(c1cc2nc(-c3ccc(F)cc3)cc(C(F)(F)F)n2n1)N1CCCCC1c1cccnc1 (stereo not given)
[28] O=C(NCc1ccco1)c1cnc2n(c1=O)CCS2
[29] COc1ccc(-c2ccc3c(c2)C2CC3CCN2)cc1 (stereo not given)
[30] Cc1cccc(C)c1OCC(=O)Nc1cc(Cl)ccc1-n1cncn1
[31] Cc1nc2ncnn2c(C)c1CCC(=O)Nc1ccc(S(=O)(=O)N2CCCCCC2)cc1
[32] Clc1ccccc1-c1cc(COc2ccc3ccccc3c2)no1

screen / no.,25,26,27,28,29,30,31,32
HTRA1 inh,3,0,-27,1,2,-2,2,6
rCAG RNA binder,1,-5,-8,0,12,-4,0,2
PG9 Ab binder,0.6,0.4,-0.3,-2.1,1.4,1.1,0.3,1.2
LEDGF integ inh,5,1,-2,-2,5,-1,-3,2
mABHD4 FP,-4,4,-3,-3,-1,-7,-5,0
UHRF1 MBD2 ctr,1,2,-1,0,0,1,2,1
Rev-erbA mod,-1,0,-6,-5,9,-6,5,3
PRMT1 inh,-3,1,-1,5,-3,-2,0,-2
MBD2 inh,-1,-2,-1,0,-3,-3,-3,-1
TCR CD3 inh,-2,0,0,7,-1,2,-4,7

[33] O=S1(=O)CCOC[C@H](CC2CCCCC2)N1Cc1ccc(F)cc1
[34] CCOC(=O)C(c1ccccc1)C(Nc1cc(C(F)(F)F)cc(C(F)(F)F)c1)c1ccccn1 (stereo not given)
[35] COc1ccc(-n2c(=O)c3ccccc3n(CC(=O)NCC3CCCO3)c2=O)cc1 (stereo not given)
[36] CCn1cc(C(=O)O)c(=O)c2cc(Br)ccc21
[37] CCCCN(C)Cc1c(C)[nH]c2ccc(Cl)cc2c1=O
[38] O=C(CCc1[nH]c2ccccc2c1Sc1ccccc1)N(CCO)CCO
[39] O=C(CN1CCCC1)N/N=C/c1ccc(-c2cccc(Cl)c2)o1
[40] Cc1ccc(S(=O)(=O)NNC(=O)C23CCC(CC2)C3)cc1
[41] Cc1cc(C)cc(NC(=O)CSc2nc(=O)n(CCN3CCOCC3)c3c2CCCC3)c1
[42] COc1cccc(-n2c(=O)[nH]cc(C(=O)Nc3ccc4c(c3)OCCO4)c2=O)c1

screen / no.,33,34,35,36,37,38,39,40,41,42
HTRA1 inh,-12,0,-1,10,5,7,-6,7,-2,-1
rCAG RNA binder,-7,0,-1,0,1,0,7,3,-1,5
PG9 Ab binder,0.0,0.4,-1.4,0.8,-0.2,-1.1,-0.2,0.8,-0.6,29*
LEDGF integ inh,-2,0,3,-4,1,-2,4,2,4,0
mABHD4 FP,-6,3,-9,-5,11,-1,0,-2,-1,3
UHRF1 MBD2 ctr,-3,-3,0,7,27*,2,-3,-1,1,0
Rev-erbA mod,-5,-3,-2,2,3,16,-5,-4,2,3
PRMT1 inh,-1,0,-3,4,3,-1,-1,-5,-1,1
MBD2 inh,-8,4,3,-1,8,8,-7,-4,-3,0
TCR CD3 inh,9,2,5,1,-7,-5,2,0,0,3

From PubChem
